Source: PubChem BioAssay
RGS4 inh: inhibitors of human regulator of G protein signaling 4; Potency, µM (series often up to 114 µM), inactives show at the highest dose activity change, negative = inhibition, actives largely listed as inhibitors; Transcreener GDP fluorescence polarization, RGS4-accelerated GTP hydrolysis; P49798; actives 0.039% (n = 390,000); also: potency is read from the fitted curve at half-maximal effect; % is scaled to controls: 0 for no effect and ±100 for the full control effect; nearly all actives have a fitted effect of over 75% in size; some results filed as inactive show a strong effect at the top dose
Target sequence (P49798 whole entry, looked up): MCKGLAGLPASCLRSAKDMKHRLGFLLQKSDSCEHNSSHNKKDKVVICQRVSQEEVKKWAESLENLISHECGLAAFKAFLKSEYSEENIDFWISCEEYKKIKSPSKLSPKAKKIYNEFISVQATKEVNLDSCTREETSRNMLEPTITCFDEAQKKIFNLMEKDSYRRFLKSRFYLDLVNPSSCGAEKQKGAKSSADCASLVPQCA
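MLSMR compounds (23 nl, pin-transferred) preincubated 10 min at room temperature with a 500nM (2x) first reagent, then RGS4 at 900nM (2x) plus Transcreener GDP mix added; fluorescence polarization (620/688 nm) read before and after 90 min at 30 °C.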
APEX1 inh: APE1 (human) endonuclease inhibition; P27695; recombinant APE1, TAMRA/BHQ-2 abasic DNA cleavage fluorescence; Potency, µM (highest dose often 65.8 µM), for the others: top-dose activity change, negative = inhibition, hits mostly inhibitors; actives 0.35% (n = 350,000);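 also: potency is read from the fitted curve at half-maximal effect; plate controls were vehicle for no effect and reference inhibitor for full effect; nearly all actives have a fitted effect of over 55% in size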
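Endonuclease cleavage of a quenched abasic-site DNA duplex (50 nM) by APE1 (0.75 nM) was tracked by TAMRA dequenching. Compounds were preincubated with enzyme 15 min at room temperature; data normalized to buffer-only and DMSO wells plus NSC13755 control.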
ERG-DNA inh: blocks human ERG Ets domain binding to DNA. fluorescence polarization, His-ERG Ets domain / labelled DNA. Potency, µM (titrated, usually from 76.9 µM), without a hit: at the highest dose FP activity, negative = inhibition, hits mostly inhibitors. actives 0.028% (n = 370,000); active = well fitted inhibition curve with a large enough effect in the polarisation, with a control signal flat; inconclusive = small, poorly fitted or top-dose-only effect, or effect the other way, or a change in a side signal; inactive = no such curve, though single readings can be large or run the other way; the % refers to the polarisation;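 also: polarization taken with two DNA probes labelled with fluorescein and Texas red; potency is read from the fitted curve at half-maximal effect; % of control where 0% means no effect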
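His-tagged ERG Ets domain (1 uM in the protein solution; 300mM KCl, 50mM Tris-HCl, 1mM EDTA, 1mM DTT, pH 7.5) received compound, then a probe mix of 5 nM fluorescein-DNA and 100nM Texas-615-DNA. Fluorescence polarization was read for both dyes.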
Apoferritin bind: candidate novel general anesthetic via apoferritin binding; actives 0.074% (n = 350,000); P02791; AID 485281; Potency, µM (highest dose often 77.5 µM), without a hit: at the top dose activity change, negative = displacement, actives largely listed as inhibitors; apoferritin/1-aminoanthracene competitive binding, fluorescence; also: potency is read from the fitted curve at half-maximal effect; % is scaled to controls: 0 for no effect and ±100 for the full control effect; nearly all actives have a fitted effect of over 20% in size
Target sequence (P02791 2-175 limits assumed): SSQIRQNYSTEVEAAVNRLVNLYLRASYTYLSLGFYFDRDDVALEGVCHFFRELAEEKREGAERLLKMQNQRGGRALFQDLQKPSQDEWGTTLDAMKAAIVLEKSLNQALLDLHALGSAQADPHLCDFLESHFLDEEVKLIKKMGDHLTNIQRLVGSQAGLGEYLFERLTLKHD
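Read-out: endpoint 1-AMA fluorescence, excitation 380 nm and emission 535 nm, after compounds sit 10 min at room temperature with 10 uM horse-spleen apoferritin in 50% saturated 1-AMA/PBS. Values come from four-parameter Hill fits.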
LDHA inh: LDHA (human) enzyme inhibition; P00338; purified LDHA, NADH/diaphorase-resazurin fluorescence; hits give low values; actives 0.15% (n = 480,000); activity change, % (values are at about 110 or 230 µM); AID 1347041; in the data active = activity change below about -30%; inconclusive = mostly about -25% to -30%;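 also: plate controls were DMSO wells for no effect and wells without enzyme for full effect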
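Enzyme activity of human lactate dehydrogenase 5 (2 nM; 0.06 mM NADH, 0.2 mM pyruvate, 5 min, RT) is measured via a resazurin/diaphorase fluorescence readout of residual NADH.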
POLH inh: DNA polymerase eta (human) inhibition; Q9Y253; recombinant Pol eta, fluorescent DNA replication assay; Potency, µM (series often up to 114 µM), without a hit: at the highest dose activity change, negative = inhibition, usual class: inhibitors; actives 1.2% (n = 390,000); also: potency is read from the fitted curve at half-maximal effect; % is scaled to controls: 0 for no effect and ±100 for the full control effect
Target sequence (Q9Y253 whole entry, looked up): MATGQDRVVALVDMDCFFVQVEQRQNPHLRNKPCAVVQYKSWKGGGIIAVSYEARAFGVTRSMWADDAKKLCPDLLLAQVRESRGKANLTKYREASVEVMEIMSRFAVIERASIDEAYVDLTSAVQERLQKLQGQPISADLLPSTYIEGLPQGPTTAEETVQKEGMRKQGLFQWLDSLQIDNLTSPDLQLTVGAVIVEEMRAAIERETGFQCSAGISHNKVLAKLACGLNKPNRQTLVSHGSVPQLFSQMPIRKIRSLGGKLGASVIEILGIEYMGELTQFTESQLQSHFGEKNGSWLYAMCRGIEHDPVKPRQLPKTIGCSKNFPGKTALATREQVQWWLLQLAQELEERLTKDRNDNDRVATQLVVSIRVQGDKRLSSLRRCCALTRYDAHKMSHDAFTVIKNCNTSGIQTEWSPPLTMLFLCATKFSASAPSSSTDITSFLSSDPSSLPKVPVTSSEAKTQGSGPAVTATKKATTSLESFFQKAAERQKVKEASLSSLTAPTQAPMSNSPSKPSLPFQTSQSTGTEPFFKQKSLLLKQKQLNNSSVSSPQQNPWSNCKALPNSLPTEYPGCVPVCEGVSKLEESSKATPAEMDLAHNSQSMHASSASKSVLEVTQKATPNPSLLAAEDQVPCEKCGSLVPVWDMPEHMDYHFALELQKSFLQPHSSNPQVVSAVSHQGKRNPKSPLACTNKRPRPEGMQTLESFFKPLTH
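Pol eta at 10 nM preincubated with compounds 15 min at room temperature; reaction started with fluorescent substrate (50 nM final) and read kinetically at 0 and 10 min.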
POLK inh: inhibitors of human DNA polymerase kappa | Potency, µM (titrated, usually from 107 µM), without a hit: at the top dose activity, negative = inhibition, most hits filed as inhibitors | actives 0.53% (n = 400,000) | purified Pol kappa, fluorescent DNA synthesis assay, 10 min | Q9UBT6; also: potency is read from the fitted curve at half-maximal effect; % is scaled to controls: 0 for no effect and ±100 for the full control effect
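Kinetic fluorescence readout at 0 and 10 min followed reaction start with substrate at 50 nM final. Beforehand, enzyme (10 nM Pol kappa) stood 15 min with compound at room temperature; buffer-only wells were negative controls.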
POLB inh: inhibitors of human DNA polymerase beta; P06746; Pol beta primer extension/strand displacement, fluorescence kinetic; Potency, µM (doses to about 114 µM), for inactives: at the top dose activity change, negative = inhibition, actives largely listed as inhibitors; actives 1.3% (n = 340,000); also: potency is read from the fitted curve at half-maximal effect; % is scaled to controls: 0 for no effect and ±100 for the full control effect
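Homogeneous kinetic assay of primer extension and strand displacement by 10 nM Pol beta, preincubated 15 min at room temperature with compound before 50 nM substrate (final) was added. Read at 0 and 10 min; four-parameter Hill fit.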
ALOX12 inh: blocks human arachidonate 12S-lipoxygenase; P18054; purified 12hLO, xylenol orange hydroperoxide absorbance; Potency, µM (highest dose often 108 µM), for the others: at the highest dose activity change, negative = inhibition, most hits filed as inhibitors; actives 1.1% (n = 580,000); also: potency is read from the fitted curve at half-maximal effect; % is scaled to controls: 0 for no effect and ±100 for the full control effect
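Purified human 12hLO at 150 nM in 25 mM Hepes, 0.01% Triton X-100, pH 7.0, preincubated 15 min at room temperature with compound. Reaction started with 40 uM arachidonic acid, 30 min at room temperature. Hydroperoxide measured by Fe-xylenol orange, 573/405 nm absorbance ratio.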
* hit, by the source's call; ? = inconclusive; nt = not tested or not shown; & = joins results of further samples; [ ] = another dose, or the depositor's remark. Unless noted, calls follow the shape of the dose curve; as a rule, active = well fitted curve in the direction sought with a large enough effect; inconclusive = small, poorly fitted or top-dose-only effect, or another doubt; inactive = no such curve, though single readings can be large; an effect the other way counts as inactive or inconclusive. Some of the compounds tested. The share of hits here may be higher or lower than overall.

[1] CCCOc1ccc(C(=O)NCC(c2ccco2)N(C)C)cc1OC (centres undefined)
[2] CCC(=O)N1CCN(c2ccccc2NC(=O)c2cccc(C)c2)CC1
[3] Cc1cccc(S(=O)(=O)c2cn(Cc3ccc(F)cc3)c3cc(N4CCCCC4)c(F)cc3c2=O)c1
[4] O=C(NCc1ccc(Cl)cc1Cl)Nc1ccccc1
[5] N#CC(c1ccc(Cl)nn1)c1c(F)cccc1Cl (centres undefined)
[6] c1ccc(Cc2nnc(Sc3ccccc3)c3ccccc23)cc1
[7] COC(=O)N/N=C/c1cn(CCOc2cccc(OC)c2)c2ccccc12
[8] O=C(CCc1nc(-c2ccccc2)no1)NCc1cccnc1

entry no.	1	2	3	4	5	6	7	8
RGS4 inh	2%	2%	-11%	-9%	15%	-5%	-10%	-19%
APEX1 inh	15%	3%	nt	nt	-1%	1%	-6%	-8%
ERG-DNA inh	0%	nt	-8%	-1%	-12%	-6%	16%	4%
Apoferritin bind	-5%	4%	?	nt	-16%	?	-9%	-12%
LDHA inh	-8	-1	3	3	-7	-11	2	6
POLH inh	-3%	-13%	-13%	-13%	-10%	-10%	-14%	-7%
POLK inh	-11%	-3%	-2%	-2%	-7%	-5%	5%	0%
POLB inh	25%	-17%	-3%	nt	7%	26%	22%	10%
ALOX12 inh	-11%	3%	?	4%	-2%	?	0%	19%

The closing 4 compounds of the section above come first, to join the parts:
[5] N#CC(c1ccc(Cl)nn1)c1c(F)cccc1Cl (centres undefined)
[6] c1ccc(Cc2nnc(Sc3ccccc3)c3ccccc23)cc1
[7] COC(=O)N/N=C/c1cn(CCOc2cccc(OC)c2)c2ccccc12
[8] O=C(CCc1nc(-c2ccccc2)no1)NCc1cccnc1
[9] S=C(Nc1ccc(Br)cc1)N1CCN(C2CCCCC2)CC1
[10] CCOC(=O)c1ccc(NC(=O)N2CCN(c3ccccn3)CC2)cc1
[11] Cc1ccc(CNC(=O)C(=O)Nc2nccs2)cc1
[12] Cc1nc(CS(=O)c2ccccc2)cc(N2CCOCC2)n1 (centres undefined)
[13] O=C(CC1SCCNC1=O)Nc1ccccc1Cl (centres undefined)
[14] Cc1nc(SCc2nc3ccc(F)cc3[nH]2)c2oc3ccccc3c2n1
[15] CCN(CC)C(=O)CSc1nc(C)cc(-c2cccs2)c1C#N
[16] CCOc1ccc(NC(=O)C2CCCN(c3nnc(-n4c(C)ccc4C)s3)C2)cc1 (centres undefined)

entry no.	5	6	7	8	9	10	11	12	13	14	15	16
RGS4 inh	15%	-5%	-10%	-19%	19%	8%	-7%	45%	-19%	7%	26%	-18%
APEX1 inh	-1%	1%	-6%	-8%	12%	1%	1%	-2%	0%	8%	-4%	nt
ERG-DNA inh	-12%	-6%	16%	4%	3%	-3%	-4%	-16%	?	nt	nt	2%
Apoferritin bind	-16%	?	-9%	-12%	4%	4%	-16%	-7%	-17%	nt	?	5%
LDHA inh	-7	-11	2	6	-7	-3	-2	-3	-7&-7	-1	-12	3
POLH inh	-10%	-10%	-14%	-7%	-2%	-10%	-8%	-3%	-9%	-17%	-9%	nt
POLK inh	-7%	-5%	5%	0%	-14%	-9%	-5%	-10%	-9%	8%	-4%	-9%
POLB inh	7%	26%	22%	10%	3%	1%	-1%	18%	78%	nt	-17%	13%
ALOX12 inh	-2%	?	0%	19%	0%	-23%	-6%	2%	-2%&-12%	?	?	-5%

[17] CCOC(=O)N1CCN(Cc2c(O)ccc3ccccc23)CC1
[18] C/C(=N\NC(=O)CSCc1cccc(Br)c1)c1ccc([N+](=O)[O-])cc1
[19] O/N=C1\CCCc2oc3c(c21)CCCC3
[20] CCN1C(=O)[C@H]2[C@@H](c3ccc(-c4ccccc4)c(OC)c3)N[C@@](CC(C)C)(C(=O)OC)[C@H]2C1=O
[21] N/C(=N\OC(=O)CCCc1ccccc1)c1cccc([N+](=O)[O-])c1
[22] COCCn1c(=O)[nH]c2cc(C(=O)NCc3ccccc3)ccc2c1=O
[23] COc1cc(N2CCCC2)c(OC)cc1/C=C(/C#N)c1ccc(F)cc1
[24] CN(C)c1ccc(/C=C/c2nc3ccccc3s2)cc1

entry no.	17	18	19	20	21	22	23	24
RGS4 inh	?	3%[56.9 µM]	11%	9%	-9%	6%	-37%	15%[11.4 µM]
APEX1 inh	10%	-1%	-2%	-8%	?	4%	-2%	0%
ERG-DNA inh	2%	-2%	0%	-4%	-7%	-4%	-19%	-4%
Apoferritin bind	-8%	?	1%	nt	-19%	-8%	-6%	-1%
LDHA inh	33	-1	4	4	-6	-12	12	-3&3
POLH inh	-16%	-1%	-6%	-12%	-10%	1%	-14%	-4%
POLK inh	3%	-22%	-4%	-13%	-11%	-23%	-7%	?
POLB inh	14%	13%	-4%	nt	17%	8%	-1%	27%
ALOX12 inh	-162%	-3%	0%	3%	-10%	-23%	?	14%

[25] COc1cc(C2NC(=O)NC(c3ccccc3)=C2C(C)=O)cc(Cl)c1OCC(=O)O (centres undefined)
[26] COCCNC(=O)Cn1c(=O)oc2cc(S(=O)(=O)N3CC(C)CC(C)C3)ccc21 (centres undefined)
[27] CCOC(=O)N1CCN(C(=O)COc2cc(C)c(Cl)c(C)c2)CC1
[28] Cc1c(N(C)S(=O)(=O)c2cc(C(=O)N3CCCC3)ccc2Cl)c(=O)n(-c2ccccc2)n1C
[29] O=C(NCC(c1cccnc1)N1CCN(c2ccc(F)cc2)CC1)c1cccc(Cl)c1 (centres undefined)
[30] COc1ccc2c(Cl)c(C(=O)N/N=C/c3cccnc3)sc2c1
[31] CCCS(=O)(=O)N1CCC(C(=O)NCCc2ccc(OC)c(OC)c2)CC1
[32] COc1ccc(CN2COc3ccc4c(-c5ccccc5)cc(=O)oc4c3C2)cc1OC

entry no.	25	26	27	28	29	30	31	32
RGS4 inh	-12%	-10%	-17%	-1%	-15%	?	-42%	4%
APEX1 inh	-2%	-10%	14%	56%	-3%	1%	11%	nt
ERG-DNA inh	-4%	0%	-2%	7%	1%	-7%	-1%	-4%
Apoferritin bind	2%	-2%	-7%	-3%	-17%	1%	7%	407%[activator]
LDHA inh	-5	-7	-1	5	0	-6	1	0
POLH inh	28µM*	0%	-18%	-5%	-17%	-11%	-6%	-20%
POLK inh	-20%	-1%	6%	1%	-17%	-13%	0%	-19%
POLB inh	1%	29%	16%	-7%	16%	1%	0%	-19%
ALOX12 inh	-1%	0%	1%	13%	229%[activator]	0%	0%	?

[33] COc1ccc(C(=O)NC(=S)N2CCC(C)CC2)cc1
[34] O=C(Nc1ccc(F)cc1F)c1noc2c1CCC2
[35] CCOc1ccc(C(=O)Nc2nnc(C(C)C)s2)cc1OCC
[36] Cc1cc(N2CCC(C(=O)NC3CC3)CC2)nc(-c2ccccc2)n1
[37] CCNc1nc(OC)nc(SCC(=O)Nc2ccccc2)n1
[38] CC1CCN(C(=O)COC(=O)c2cccc(S(=O)(=O)N(C)c3ccccc3)c2)CC1
[39] Fc1cnc(N2CCN(c3ccccc3)CC2)nc1N1CCN(c2ccccc2)CC1
[40] CC(=O)C1=C(O)C(=O)N(c2ccc(O)cc2)C1c1ccc(Cl)cc1 (centres undefined)

entry no.	33	34	35	36	37	38	39	40
RGS4 inh	?	-32%	19%	-34%	-14%	-19%	23%	14%
APEX1 inh	5%	?	1%	4%	-10%	2%	3%	-4%
ERG-DNA inh	-1%	3%	0%	0%	7%	-12%	-4%	11%
Apoferritin bind	1%	-9%	-13%	-9%	-7%	nt	-4%	-8%
LDHA inh	-3	2	-4	-8	-5	-7	-13	-2
POLH inh	1%	20µM*	-3%	-10%	-10%	-7%	5%	-6%
POLK inh	-17%	-33%	-8%	-5%	-4%	-15%	-9%	-7%
POLB inh	?	22µM*	4%	4%	-4%	nt	-3%	-10%
ALOX12 inh	?	nt	-3%	-7%	-12%	192%[activator]	2%	?

[41] Cc1ccc(C2=Nc3ccccc3NC(c3ccncc3)=N2)cc1
[42] Cc1ccc(-c2cc(C(=O)NCc3cn(C)nc3C)c3cc(Br)ccc3n2)cc1
[43] CC(C)C(=O)Nc1cccc(-c2nc3ccccc3o2)c1
[44] CCN(CC)CCNC(=S)Nc1ccc2nc(N3CCCC3)cc(C)c2c1
[45] CC(=O)c1cccc(NC(=O)CSc2ccc(-c3cccnc3)nn2)c1
[46] Cn1c(=O)c2[nH]c(-c3ccccc3)c(O)c2n(C)c1=O
[47] CCOC(=O)c1sc2ccc(S(=O)(=O)N3CCCCC3)cc2c1N

entry no.	41	42	43	44	45	46	47
RGS4 inh	5%	-49%	-44%[11.4 µM]	-5%[11.4 µM]	-32%	-8%	-10%
APEX1 inh	nt	2%	0%	-1%	nt	2%	-2%
ERG-DNA inh	-3%	nt	-2%	-4%	0%	-23%	7%
Apoferritin bind	-11%	-6%	-15%	-3%	nt	9%	79%[activator]
LDHA inh	-2	-1	0	-1	1	7	-10
POLH inh	nt	?	-14%	-24%	-13%	-3%	-7%
POLK inh	-11%	-18%	-1%	-2%[60.1 µM]	-4%	-13%	-11%
POLB inh	8%	-24%	?	2%	nt	0%	0%
ALOX12 inh	-16%	-16%	-12%	-13%	8%	?	13%
